COUP-TFII inh – NR2F2 transcriptional activity inhibitors, primary screen, cell-based, luciferase reporter, HEK293T, luminescence. inhibition, % at 8.6 µM. AID 686940, 2013. COUP transcription factor 2 (Homo sapiens), P24468. HEK293T NGFI-A luciferase reporter. actives 0.7% (n = 370,000);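 active = inhibition above a per-plate cutoff, mean inhibition of test wells between control levels plus 3 SD, cut at about 38% in these data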;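 also: cells cotransfected with COUP-TFII expression vector driving the NGFI-A reporter; 0% = median of COUP-TF2 test wells and 100% = reporter-only cells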
TLR9-MyD88 block – inhibitors of TLR9-MyD88 association in cells, primary screen, cell-based, CHO, BLA complementation, fluorescence | Toll-like receptor 9 (Homo sapiens) + Myeloid differentiation primary response protein … | CCF4 FRET ratio | inhibition, % at 4.98 µM | actives 0.21% (n = 340,000) | AID 504734, 2011;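 active = inhibition above the mean over all tested compounds plus 3 SD, cut at about 21% in these data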;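 also: 0% = DMSO only wells and 100% = clavulanate BLA inhibitor control wells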
Target sequence (Q99836 whole entry, looked up): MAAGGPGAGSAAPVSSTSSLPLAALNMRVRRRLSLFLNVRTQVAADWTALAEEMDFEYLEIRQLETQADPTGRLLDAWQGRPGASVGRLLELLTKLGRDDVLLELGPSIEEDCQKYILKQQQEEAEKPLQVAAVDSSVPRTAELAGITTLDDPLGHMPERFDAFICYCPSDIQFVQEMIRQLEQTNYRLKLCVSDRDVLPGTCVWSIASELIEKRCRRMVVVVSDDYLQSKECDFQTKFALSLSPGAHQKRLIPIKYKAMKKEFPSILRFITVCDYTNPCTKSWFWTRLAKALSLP
Target sequence (Q9NR96 whole entry, looked up): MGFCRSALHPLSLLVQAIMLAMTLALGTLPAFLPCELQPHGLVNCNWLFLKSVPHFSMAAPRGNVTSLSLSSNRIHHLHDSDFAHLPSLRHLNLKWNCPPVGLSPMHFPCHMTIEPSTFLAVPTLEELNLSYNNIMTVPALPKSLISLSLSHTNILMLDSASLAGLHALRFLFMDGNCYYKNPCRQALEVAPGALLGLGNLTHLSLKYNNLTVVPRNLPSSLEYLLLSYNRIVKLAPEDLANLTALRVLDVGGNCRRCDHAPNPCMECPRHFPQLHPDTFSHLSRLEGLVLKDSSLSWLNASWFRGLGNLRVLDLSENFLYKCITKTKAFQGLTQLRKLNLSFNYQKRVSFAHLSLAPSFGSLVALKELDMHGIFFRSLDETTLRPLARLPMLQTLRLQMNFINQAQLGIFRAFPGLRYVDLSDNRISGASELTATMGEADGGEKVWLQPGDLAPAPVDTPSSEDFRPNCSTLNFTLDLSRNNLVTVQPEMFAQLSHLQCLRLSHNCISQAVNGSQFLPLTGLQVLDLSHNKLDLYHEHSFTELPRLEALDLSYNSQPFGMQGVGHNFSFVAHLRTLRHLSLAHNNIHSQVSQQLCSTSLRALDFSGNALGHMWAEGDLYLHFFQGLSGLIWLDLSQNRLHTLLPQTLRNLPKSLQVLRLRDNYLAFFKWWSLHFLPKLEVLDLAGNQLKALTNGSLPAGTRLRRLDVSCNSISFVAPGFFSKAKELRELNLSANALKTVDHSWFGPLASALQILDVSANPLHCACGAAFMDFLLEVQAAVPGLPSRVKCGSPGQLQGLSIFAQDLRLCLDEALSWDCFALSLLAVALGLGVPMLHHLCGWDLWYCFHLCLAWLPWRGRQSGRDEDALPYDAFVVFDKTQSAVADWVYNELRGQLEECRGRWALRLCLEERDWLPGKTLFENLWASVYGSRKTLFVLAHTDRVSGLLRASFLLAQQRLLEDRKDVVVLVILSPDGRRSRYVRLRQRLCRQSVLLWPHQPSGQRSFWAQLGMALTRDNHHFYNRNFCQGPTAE
TRAIL sens C8 – viability loss with TRAIL in NB7+C8 cells, primary screen, TRAIL sensitizer project, cell-based, ATPlite luminescence; actives 1% (n = 360,000); AID 624354, 2012; inhibition (viability loss, TRAIL sensitization), % at 10 µM;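 active = compounds causing at least 50% loss of cell viability in the single-dose screen, relative to plate controls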
NR5A2 inv ag – LRH-1 (NR5A2) inverse agonists, primary screen, cell-based, luminescence, HEK293T, StAR-luciferase reporter; LRH-1 transfected, 24 h; inhibition, % at 3.6 µM; actives 0.13% (n = 360,000);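 active = inhibition above the mean inhibition of all tested compounds plus 3 SD, cut at about 73% in these data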;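 also: 0% = DMSO wells and 100% = reporter-only cells lacking LRH-1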
EBV LMP1 NFkB – EBV LMP1-driven NF-kappaB luciferase reporter inhibitors, primary screen, cell-based, luminescence, single point; LMP1-induced NF-kappaB luciferase reporter cells; inhibition, % at 12.5 µM; actives 0.69% (n = 350,000); AID 504558, 2011; in the data active = inhibition above about 41%;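 also: 0% = neutral control wells and 100% = reference inhibitor control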
NOD2 RIPK2 PPI – NOD2-RIPK2 binding disruptors in cells, primary screen, fluorescence, CHO cells, BLA complementation | Receptor-interacting serine/threonine-protein kinase 2 (Homo sapiens), O43353 | CCF4 ratio | inhibition, % at 4.98 µM | actives 0.38% (n = 360,000); in the data active = inhibition above about 21%;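 also: 0% = vehicle only and 100% = reference blocker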
NCOA1 inh – SRC1 coactivator transcriptional activity inhibitors, primary screen, cell-based, luminescence | HEK293 GAL4-SRC1 luciferase reporter | inhibition, % at 3.6 µM | actives 0.12% (n = 360,000);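 active = inhibition above the campaign mean plus 3 SD, with each screening campaign given its own cutoff, cut at about 60% in these data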;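 also: 0% = DMSO treated cells and 100% = gossypol at 36 µM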
TROY signal inh – inhibitors of TROY-driven NF-kB signaling, primary screen, Q293 LMP1-TROYcd cells, NF-kB luciferase, uHTS; inhibition, % at 10 µM; Q293 LMP1-TROYcd NF-kB luciferase reporter, 4 h; AID 1347056, 2019; actives 0.98% (n = 360,000);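 active = compounds whose plate-normalised and pattern-corrected inhibition of the luciferase reporter signal at the single screening dose is 50% or more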
Vif inh – HIV Vif self-association inhibitors, primary screen, imaging, HEK293T, single point | AID 602346, 2012 | HEK293T cells, Vif self-association by quenched fluorescence, 24 h | inhibition, % at 7.49 µM | actives 0.35% (n = 340,000); in the data active = inhibition above about 50%, passing the limit was not always enough; also: some results filed as inactive read as strong as hits
SRC3 inh – SRC3 coactivator transcriptional activity inhibitors, primary screen, cell-based, luminescence. AID 588352, 2011. actives 0.17% (n = 360,000). inhibition, % at 3.6 µM. HEK293 GAL4-SRC3 luciferase reporter;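 active = inhibition above a per-campaign cutoff, the mean of all compounds plus 3 SD, cut at about 60% in these data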;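 also: 0% = DMSO-treated cells and 100% = gossypol-treated cells at 36 µM; higher means less SRC3-driven luciferase light from the GAL4 reporter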
SRC2 inh – inhibition of GAL4-SRC2 driven luciferase reporter, primary screen, SRC2 inhibitor project, cell-based, luminescence; Nuclear receptor coactivator 2 (Homo sapiens), Q15596; HEK293 GAL4-SRC2 luciferase reporter; inhibition, % at 9 µM; actives 0.17% (n = 370,000); AID 651957, 2012;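 active = inhibition above the mean inhibition of all tested compounds plus 3 SD, set per campaign, cut at about 52% in these data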;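 also: 0% = DMSO treated cells and 100% = cells given Gossypol at 36 µM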
* marks the source's active call; other numbers are inactive results; · = no result given. An excerpt; count on the stated rates, not on these rows.

SMILES | COUP-TFII inh | TLR9-MyD88 block | TRAIL sens C8 | NR5A2 inv ag | EBV LMP1 NFkB | NOD2 RIPK2 PPI | NCOA1 inh | TROY signal inh | Vif inh | SRC3 inh | SRC2 inh
CC1CN(c2ccc([N+](=O)[O-])cc2C(=O)N2CCOCC2)CC(C)N1 (stereo unspecified) | -1 | 7 | 12 | 7 | -3 | -5 | -4 | 3 | · | 2 | -16
CN(Cc1ccccc1)C(=O)COC(=O)c1c[nH]c2ccccc12 | -32 | 1 | -8 | -27 | -14 | 0 | -12 | -41 | 17 | -49 | -30
CC(=O)n1c2ccccc2c2ccccc21 | -22 | 4 | -12 | 16 | -12 | 4 | 10 | -21 | -4 | -3 | -10
O=C(Cc1cccs1)N1CCC(c2nc3c(nnn3Cc3ccccc3Cl)c(=O)[nH]2)CC1 | 5 | 0 | -9 | 13 | 4 | 4 | 12 | 7 | -6 | 13 | 19
CCC(=O)c1ccc(OCCN2CCOCC2)cc1 | -11 | -9 | 5 | -1 | -12 | 10 | -12 | -10 | 6 | -29 | -26
O=C(CCc1nnc2ccc(NCc3ccco3)nn12)Nc1ccc(F)cc1 | -25 | 5 | 7 | -12 | -3 | -1 | -15 | 2 | -3 | 6 | 1
CCC(c1nnc(SCC(=O)Nc2cc(S(C)(=O)=O)ccc2Cl)n1Cc1ccccc1)N(C)C (stereo unspecified) | 9 | -3 | -16 | 5 | -3 | 2 | -33 | -8 | -5 | 2 | -13
Cc1ccc(Nc2nc(=O)c3cccnc3s2)cc1 | -51 | -4 | 22 | -55 | -27 | -3 | -81 | -41 | -3 | -73 | -32
Cc1cnc(NC(=O)COc2ccccc2)s1 | -16 | -9 | 5 | -192 | -15 | -13 | -117 | -58 | -6 | -78 | -73
Cc1cccc(NC(=O)CN2CCN(CC(=O)NCc3ccc(Cl)cc3Cl)CC2)c1C | -9 | -9 | -17 | 0 | 4 | -5 | -9 | -8 | -4 | -27 | -27
COC(=O)COc1ccc(NC(=O)Cn2nc(-c3ccccc3)c3ccccc3c2=O)cc1 | -9 | -5 | -19 | 10 | -2 | 2 | 0 | -15 | -19 | -3 | -1
COc1ccccc1NC(=O)COC(=O)c1ccc(N2CCCC2=O)cc1 | -3 | 0 | 11 | 1 | -3 | -6 | 6 | -7 | -1 | 14 | -12
CN1CCC(=O)N([C@H](CO)c2ccccc2)CC1 | -34 | 2 | -8 | -17 | -2 | 5 | -8 | 26 | -1 | -14 | -29
Cc1ccc(S(=O)(=O)N2CCOCC2)cc1C(=O)NC1CCCCC1 | 11 | 0 | -19 | 3 | 5 | -23 | -15 | -1 | 20 | 20 | 28
CC(C)Cn1c(N)c(C(=O)COC(=O)/C=C/c2ccccc2)c(=O)n(C)c1=O | 45* | -1 | 39 | 17 | 28 | -12 | 0 | 32 | -8 | 3 | 13

10 entries already listed, ordered by formula weight, lowest first:
SMILES | COUP-TFII inh | TLR9-MyD88 block | TRAIL sens C8 | NR5A2 inv ag | EBV LMP1 NFkB | NOD2 RIPK2 PPI | NCOA1 inh | TROY signal inh | Vif inh | SRC3 inh | SRC2 inh
CC(=O)n1c2ccccc2c2ccccc21 | -22 | 4 | -12 | 16 | -12 | 4 | 10 | -21 | -4 | -3 | -10
CCC(=O)c1ccc(OCCN2CCOCC2)cc1 | -11 | -9 | 5 | -1 | -12 | 10 | -12 | -10 | 6 | -29 | -26
Cc1ccc(Nc2nc(=O)c3cccnc3s2)cc1 | -51 | -4 | 22 | -55 | -27 | -3 | -81 | -41 | -3 | -73 | -32
CC1CN(c2ccc([N+](=O)[O-])cc2C(=O)N2CCOCC2)CC(C)N1 (stereo unspecified) | -1 | 7 | 12 | 7 | -3 | -5 | -4 | 3 | · | 2 | -16
COc1ccccc1NC(=O)COC(=O)c1ccc(N2CCCC2=O)cc1 | -3 | 0 | 11 | 1 | -3 | -6 | 6 | -7 | -1 | 14 | -12
O=C(CCc1nnc2ccc(NCc3ccco3)nn12)Nc1ccc(F)cc1 | -25 | 5 | 7 | -12 | -3 | -1 | -15 | 2 | -3 | 6 | 1
CC(C)Cn1c(N)c(C(=O)COC(=O)/C=C/c2ccccc2)c(=O)n(C)c1=O | 45* | -1 | 39 | 17 | 28 | -12 | 0 | 32 | -8 | 3 | 13
COC(=O)COc1ccc(NC(=O)Cn2nc(-c3ccccc3)c3ccccc3c2=O)cc1 | -9 | -5 | -19 | 10 | -2 | 2 | 0 | -15 | -19 | -3 | -1
O=C(Cc1cccs1)N1CCC(c2nc3c(nnn3Cc3ccccc3Cl)c(=O)[nH]2)CC1 | 5 | 0 | -9 | 13 | 4 | 4 | 12 | 7 | -6 | 13 | 19
CCC(c1nnc(SCC(=O)Nc2cc(S(C)(=O)=O)ccc2Cl)n1Cc1ccccc1)N(C)C (stereo unspecified) | 9 | -3 | -16 | 5 | -3 | 2 | -33 | -8 | -5 | 2 | -13

(list continues)
SMILES | COUP-TFII inh | TLR9-MyD88 block | TRAIL sens C8 | NR5A2 inv ag | EBV LMP1 NFkB | NOD2 RIPK2 PPI | NCOA1 inh | TROY signal inh | Vif inh | SRC3 inh | SRC2 inh
CCN(CC)CC#CCOC(c1ccccc1)c1ccccc1 | 4 | -8 | 5 | 3 | -8 | -1 | -12 | 5 | 9 | 2 | -4
CCSc1nc2ccc(OC)cc2cc1C#N | -12 | 11 | -12 | 7 | 78* | 0 | -16 | -71 | 23 | 2 | -10
CCN1CCN(C(=O)Nc2cccc3ccccc23)CC1 | -2 | 0 | -9 | 18 | -5 | 7 | -3 | 56* | 0 | 2 | -25
Cc1cc(C)nc(N2CCCC(C(=O)Nc3ccc4nc(C)c(C)nc4c3)C2)n1 (stereo unspecified) | 15 | 6 | -1 | 3 | 0 | -14 | 3 | -8 | -3 | 12 | -25
Cc1cc(C)cc(C(=O)N2CCCCC2)c1 | -5 | 0 | 7 | 8 | -5 | -5 | -1 | 19 | -4 | -8 | 23
COc1ccc(NC(=O)CN(C)CC(=O)Nc2ccc(C)c(S(=O)(=O)N3CCCCC3)c2)cc1 | 3 | -22 | 2 | -10 | 2 | 4 | 7 | 22 | -3 | 9 | 0
Clc1ccc(-c2nc(NCCN3CCOCC3)c3ccccc3n2)cc1 | -26 | -1 | -11 | -24 | 0 | 10 | -18 | -80 | 9 | -30 | -55
CSCC(=O)N1CCC(n2nccc2NC(=O)CCc2ccccc2)CC1 | -5 | -16 | 4 | -7 | -1 | 1 | 15 | -13 | -1 | -44 | -13
Cn1c(N)c(C(=O)CSc2nnc(-c3c[nH]c4ccccc34)n2C2CC2)c(=O)[nH]c1=O | 19 | 3 | 21 | 10 | -6 | -9 | -16 | -14 | 11 | 6 | 7
CC(=O)c1c(C)[nH]c(C(=O)CSc2nc3ccccc3c(=O)n2CCCN2CCOCC2)c1C | -1 | 6 | 3 | 9 | -2 | 9 | -30 | 10 | 4 | 14 | -21
CCOC(=O)Cn1c(=NC(=O)c2sc3ccccc3c2Cl)sc2cc(S(N)(=O)=O)ccc21 | 8 | -2 | -8 | -1 | 2 | -9 | 11 | 10 | -8 | 15 | -12
CN(c1ccc(F)cc1)S(=O)(=O)c1ccc(Cl)c(C(=O)NCC2CCCO2)c1 (stereo unspecified) | 8 | 1 | 2 | 14 | 3 | -3 | -7 | -13 | 0 | -1 | 9
NC(=O)C1CCN(C(=O)c2cc3n(n2)C(C(F)(F)F)CC(c2ccco2)N3)CC1 (stereo unspecified) | 7 | 4 | -16 | 3 | -24 | -8 | -14 | -3 | -6 | 6 | 9
Cc1cc(C(=O)COC(=O)c2ccc(O)cc2O)c(C)n1C(C)C | -35 | -9 | 24 | -113 | -23 | -1 | -109 | 8 | 3 | -94 | -37
CS(=O)(=O)NCc1nnc(SCc2ccc(C(F)(F)F)cc2)o1 | -9 | -11 | 1 | 0 | -3 | -6 | 12 | 5 | 5 | 7 | 7
CC(=O)Nc1ccc(Sc2ncccc2C(=O)Nc2ccc(F)cc2)cn1 | 1 | 7 | -6 | 1 | 0 | 0 | -13 | -9 | -2 | 2 | -15
CC(=O)Nc1sc(N/N=C\c2ccc(O)cc2)nc1-c1cccs1 | -12 | 0 | 21 | -24 | -15 | 0 | -21 | -32 | -1 | -14 | -7
O=C(OCc1ccccc1)N1C[C@H](O)[C@H](O)C[C@@H]1c1c(Cl)cccc1Br | -18 | · | -10 | -13 | · | 0 | 2 | -2 | -2 | -3 | 12
CCN(CC(=O)Nc1ccc(NC(C)=O)cc1)C(=O)c1oc2c(ccc3ccccc32)c1C | -23 | -1 | 2 | 11 | -7 | -3 | 8 | -17 | 7 | 2 | -36
O=C(O)Cc1csc(-c2cccc(F)c2)n1 | 11 | 4 | -3 | 15 | 3 | 7 | -1 | 8 | 31 | -30 | -31
Cc1cccc(OCCSc2nncn2C)c1 | -34 | 1 | 2 | -25 | -6 | 5 | -4 | -27 | 8 | -19 | -12
CC(C)n1c(C(O)c2ccc3c(c2)OCO3)nc2ccccc21 (stereo unspecified) | -3 | 9 | -1 | 29 | 12 | -5 | 13 | -10 | 0 | 25 | 0
O=C(c1ccccc1)N1CCN(C2CC(=O)N(CCc3ccccc3)C2=O)CC1 (stereo unspecified) | -9 | 2 | -5 | 25 | 0 | -30 | 1 | -30 | -13 | 9 | 1
CCC(=O)N1C(C(=O)NCc2ccc(OC)cc2)CSC1c1ccc(OC)cc1 (stereo unspecified) | 23 | 5 | 0 | -16 | -30 | -5 | 7 | 5 | -7 | 7 | -13
Cc1nn2c(NCc3ccccn3)c3c(nc2c1-c1ccccc1)CCC3 | -1 | · | -21 | 4 | · | -3 | -5 | -2 | 0 | 8 | 2
CCC(C)N(C(=O)Cn1nnc2ccccc21)C(C(=O)Nc1ccc(F)cc1)c1cccc(OC)c1 (stereo unspecified) | -4 | 1 | -23 | -3 | 11 | 1 | 1 | 0 | -10 | -7 | 13
COc1ccc(NC(=O)N(C)C[C@H]2Oc3ccc(NC(=O)C4CC4)cc3CC(=O)N([C@@H](C)CO)C[C@@H]2C)cc1 | -5 | 10 | 1 | -19 | 3 | 3 | -17 | 2 | 17 | 2 | -22
Cc1cccc(N2CCN(C(=O)NC3CCCCC3)CC2)c1C | 22 | 0 | 14 | -36 | -2 | -1 | -18 | -1 | 0 | -17 | -22
CCOC1CCCCC1NS(=O)(=O)c1ccc(Cl)cc1 (stereo unspecified) | 3 | -3 | 1 | 6 | 5 | -4 | 4 | 48 | 7 | -4 | -5
